Screening data deposited in PubChem BioAssay by National Center for Advancing Translational Sciences (NCATS).
EPAC1 agonist = activates human EPAC1 exchange factor; Potency, µM (series often up to 154 µM), inactives show top-dose activation, actives largely listed as activators; O95398; EPAC1 agonist qHTS, biochemical assay; response scale: 100% = response to 6.5 mM cAMP; 0.073% of 360,000 active; note: potency is the fitted concentration of half-maximal effect; nearly all actives have a fitted effect of over 60% in size
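Normalized to 6.5 mM cAMP, activity reflects EPAC1-catalysed release of BODIPY-GDP from Rap1B, followed kinetically over 30 min at 480 nm excitation, 540 nm emission. Reaction contained 100 nM EPAC1, 250 nM Rap1B-BODIPY-GDP, 50 uM GDP.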
PLK1 PBD inh = PLK1 (human) polo-box domain binding inhibition; P53350; Plk1 PBD binding of FITC phosphopeptide, fluorescence polarization; Potency, µM, for inactives: max response, negative = inhibition, usual class: inhibitors; 2.8% of 360,000 active; AID 720504; note: potency is the fitted concentration of half-maximal effect; series mostly up to about 57 µM; % is set by controls: 0 for no effect and ±100 for the full control effect; nearly all actives have a fitted effect of over 65% in size
PI5P4Ka inh = inhibitors of human PI5P4K alpha. P48426. PI5P4Kalpha enzyme, ADP-Glo luminescence, 60 min; active compounds read low. max response, %. 1.2% of 330,000 active. AID 652105; active = max response of -50% or lower; inconclusive = between -30% and -50%; inactive = -30% or higher; note: value at the top dose of about 77 µM; % is set by controls: 0 for no effect and ±100 for the full control effect
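Luminescence from ADP-Glo served as readout of PI5P4Kalpha activity in a qHTS format. Reaction: enzyme, substrate, compound, ATP at 5 microM final, 60 min at RT.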
WRN inhibitor = inhibitors of human WRN helicase; WRN helicase unwinding, fluorescent forked duplex, kinetic; Potency, µM (series often up to 114 µM), inactives show at the top dose activity change, negative = inhibition, most hits filed as inhibitors; 0.46% of 360,000 active; AID 651768; note: potency is the fitted concentration of half-maximal effect; % is set by controls: 0 for no effect and ±100 for the full control effect; nearly all actives have a fitted effect of over 55% in size
Target sequence (Q14191 whole entry, looked up): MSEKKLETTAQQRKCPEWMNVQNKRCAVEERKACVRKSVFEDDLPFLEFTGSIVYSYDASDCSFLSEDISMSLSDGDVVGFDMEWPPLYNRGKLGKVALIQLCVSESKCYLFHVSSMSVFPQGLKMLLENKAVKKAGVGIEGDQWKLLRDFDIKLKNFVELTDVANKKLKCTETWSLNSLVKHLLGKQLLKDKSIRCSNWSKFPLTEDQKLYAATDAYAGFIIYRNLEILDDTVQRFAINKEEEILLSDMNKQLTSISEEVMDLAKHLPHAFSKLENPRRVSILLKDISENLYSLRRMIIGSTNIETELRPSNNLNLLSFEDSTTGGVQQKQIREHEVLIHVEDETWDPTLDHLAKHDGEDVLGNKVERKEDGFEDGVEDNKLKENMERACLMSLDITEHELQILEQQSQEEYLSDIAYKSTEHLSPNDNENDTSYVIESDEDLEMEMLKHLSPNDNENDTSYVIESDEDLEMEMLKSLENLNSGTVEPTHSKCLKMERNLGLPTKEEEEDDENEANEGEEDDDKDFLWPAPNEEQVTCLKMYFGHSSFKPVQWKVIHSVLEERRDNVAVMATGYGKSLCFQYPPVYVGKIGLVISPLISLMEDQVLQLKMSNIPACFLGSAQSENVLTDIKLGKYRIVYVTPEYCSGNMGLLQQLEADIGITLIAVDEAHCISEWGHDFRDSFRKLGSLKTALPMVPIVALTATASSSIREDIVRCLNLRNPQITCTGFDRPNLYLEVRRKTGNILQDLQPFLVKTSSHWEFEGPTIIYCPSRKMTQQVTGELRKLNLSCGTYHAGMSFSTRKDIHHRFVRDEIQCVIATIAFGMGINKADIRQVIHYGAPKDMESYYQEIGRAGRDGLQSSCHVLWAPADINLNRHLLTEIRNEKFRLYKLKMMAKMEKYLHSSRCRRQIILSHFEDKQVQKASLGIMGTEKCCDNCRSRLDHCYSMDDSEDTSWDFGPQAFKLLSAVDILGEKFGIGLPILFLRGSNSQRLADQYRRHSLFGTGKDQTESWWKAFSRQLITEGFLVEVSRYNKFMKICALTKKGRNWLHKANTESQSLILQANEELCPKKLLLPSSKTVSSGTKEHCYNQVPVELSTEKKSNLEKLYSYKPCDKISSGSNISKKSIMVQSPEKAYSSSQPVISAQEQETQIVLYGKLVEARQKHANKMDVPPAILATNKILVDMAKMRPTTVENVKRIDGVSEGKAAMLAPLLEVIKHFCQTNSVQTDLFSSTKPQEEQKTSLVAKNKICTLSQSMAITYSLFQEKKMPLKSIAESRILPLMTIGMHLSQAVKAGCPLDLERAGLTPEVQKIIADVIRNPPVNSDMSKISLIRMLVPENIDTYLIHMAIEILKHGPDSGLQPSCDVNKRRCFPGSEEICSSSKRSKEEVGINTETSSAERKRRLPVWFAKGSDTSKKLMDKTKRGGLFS
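WRN at 20 nM final preincubated with compound 15 min at room temperature; reaction started with 100 nM fluorophore/quencher forked duplex oligonucleotide and 2 mM ATP final. Unwinding followed kinetically by red fluorescence (ex 525, em 598 nm).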
EPAC1 antag = antagonists of human EPAC1 | O95398 | EPAC1 GEF assay, Rap1b-BODIPY-GDP exchange fluorescence | Potency, µM (highest dose often 115 µM), without a hit: at the highest dose activity change, negative = inhibition, actives largely listed as inhibitors | 0.14% of 360,000 active | AID 720709;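 note: potency is the fitted concentration of half-maximal effect; plate controls were vehicle for no effect and positive control for full effect; nearly all actives have a fitted effect of over 50% in size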
aSyn rescue = inhibitors of alpha-synuclein toxicity in yeast; AID 652106; Potency, µM (doses to about 46.1 µM), for inactives: at the highest dose growth rescue (activation), most hits filed as activators; Yeast expressing alpha-synuclein, growth rescue, BacTiter-Glo, 24 h; 0.14% of 370,000 active; note: potency is the fitted concentration of half-maximal effect; % of control where 0% means no effect; nearly all actives have a fitted effect of over 65% in size
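Galactose-induced alpha-syn yeast (OD600=0.02, raffinose-pregrown) + pinned cpd, 24 hr, 30 deg C; growth by BacTiter-Glo luminescence. Growth restoration scores as activation.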
FUS suppressor = FUS proteinopathy suppression in yeast. S. cerevisiae FUS-expressing, growth rescue, OD600, 24 h. Potency, µM (highest dose often 76.6 µM), for the others: at the highest dose growth rescue (activation), hits mostly activators. 0.24% of 390,000 active. AID 1347120;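 note: potency is the fitted concentration of half-maximal effect; plate controls were DMSO vehicle for no effect and reference control for full effect; nearly all actives have a fitted effect of over 55% in size; some results filed as inactive show a strong effect at the top dose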
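Toxicity suppression screen in FUS-yeast. Cells induced with 2% galactose, starting OD 0.005, treated 24hr at 30C with compounds at multiple final concentrations; growth by OD600.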
Abeta rescue = A-beta toxicity reversal in yeast; yeast expressing A-beta42, growth rescue, OD600, 48 h; response scale: 0% DMSO, 100% iron-clioquinol control; Potency, µM (highest dose often 46.1 µM), for inactives: at the top dose growth rescue, most hits filed as activators; 0.063% of 410,000 active; AID 1347071; note: potency is the fitted concentration of half-maximal effect; nearly all actives have a fitted effect of over 55% in size
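Growth rescue measured by 600 nm absorbance after 48 h yeast culture at 30 C with compound. Values normalized between DMSO and an equimolar ferric chloride plus clioquinol control.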
IL-2 act = IL-2 activation. IL-2 activation reporter assay, cell-based qHTS; stimulated with anti-CD3/CD4/CD28 beads; in transgenic mouse T cells. 0.065% of 360,000 active. activation, % (series mostly up to about 46 µM); in the data active = activation above about 50%; inconclusive = mostly about 30% to 49%; note: 0% is about no effect
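EGFP and DsRed fluorescence is measured by plate cytometry in unstimulated transgenic mouse T cells exposed to compound for 60 minutes, then stimulated 18 hours at 37 degrees C with anti-CD3/anti-CD4 beads plus anti-CD28.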
* = called active by the depositor; ? = inconclusive; · = no result given; & = joins results of further samples; [ ] = dose if it differs, or a comment. Unless noted, calls come from the whole dose curve; as a rule, active = well fitted curve in the direction sought with a large enough effect; inconclusive = small, poorly fitted or top-dose-only effect, or another doubt; inactive = no such curve, though single readings can be large; an effect the other way counts as inactive or inconclusive.

Results follow in this order: EPAC1 agonist | PLK1 PBD inh | PI5P4Ka inh | WRN inhibitor | EPAC1 antag | aSyn rescue | FUS suppressor | Abeta rescue | IL-2 act
1	O=C(COC(=O)CCOc1ccccc1)NCCc1ccccc1
  -1% | -3% | -1 | -4% | 16% | 0% | 12% | 5% | -0.5
2	CC(C)CCNc1nc(N)c([N+](=O)[O-])c(NCC2CCCO2)n1 (stereo not given)
  1% | -7% | -21 | -3% | 4% | 1% | 18% | -6% | -1.0
3	CCN(CC)S(=O)(=O)c1ccc(-c2nnc(SCC(=O)N3c4ccccc4CC3C)o2)cc1 (stereo not given)
  -3% | -5% | · | -20% | 9% | 0% | 20% | -22% | -0.7
4	COc1ccc(NC(=S)N(CCCN2CCN(C)CC2)Cc2cccs2)cc1
  7% | -5% | -4 | 3% | -12% | -4% | 2% | -12% | -3.7
5	CC(=O)Nc1cccc(Oc2ccc([N+](=O)[O-])cc2Cl)c1
  -3% | -18% | 3 | -2% | -3% | -8% | 14% | 11% | -3.3
6	O=C(O)C1C2C=CC(C2)C1C(=O)NCc1ccc2c(c1)OCO2 (stereo not given)
  2% | -2% | · | -2% | -1% | 3% | 1% | 17% | -2.7
7	CCOc1ccccc1C1C(C#N)=C(N)Nc2onc(-c3ccccc3)c21 (stereo not given)
  -2% | -22% | 10 | -5% | -3% | 4% | -11% | 10% | -0.5
8	C=CCn1cc(C(=O)OCC)c(=O)c2ccc(F)cc21
  -1% | 9% | 3 | 6% | 2% | 0% | -6% | 1% | 1.9
9	COc1ccc(Cl)cc1NC(=O)NCC1CCN(C(=O)OC(C)(C)C)CC1
  2% | -14% | 1 | ? | 2% | -11% | 32µM* | -7% | -0.7
10	O=C(Cc1noc2ccccc12)NNC(=S)Nc1ccccc1
  -2% | 0% | -8 | 4% | -5% | -5% | 13% | -1% | -1.2
11	COc1ccc(S(=O)(=O)N2CCC3(CC2)OCCN3S(=O)(=O)c2cccs2)cc1
  10% | -3% | -5 | -3% | -11% | -3% | · | 4% | 0.1
12	Fc1ccc(NC(=S)NCc2ccccc2Cl)cc1
  5% | -2% | 7 | -20%[57.1 µM] | -16% | 3% | -1% | ? | 0.3
13	Cc1cc(C(=O)COC(=O)CC2Sc3ccccc3NC2=O)c(C)n1-c1ccc(Br)cc1 (stereo not given)
  17% | -8% | -7 | -2% | -2% | -10% | · | 10% | -4.7
14	CC(C)(C)n1nc(-c2ccc(Cl)cc2)c2c(N)ncnc21
  3% | -5% | 9 | -2% | -13% | 2.5µM* | -16% | -56%[inhibitor] | -0.3
15	Cn1c(=O)c2c(ncn2CC(=O)OCC(=O)NCc2ccc(Cl)cc2)n(C)c1=O
  10% | -12% | 2 | 14% | ? | -1% | 10% | -8% | -0.7
16	COc1cccc(C(=O)CSc2nnnn2C2CCCCC2)c1
  19% | -2% | 0 | -2% | 13% | ? | ? | -59%[inhibitor] | -0.5
17	O=C(Cc1n[nH]c(=O)c2ccccc12)OCC(=O)N(Cc1ccccc1)Cc1ccccc1
  9% | -4% | -2 | -7% | -10% | 1% | 27% | 11% | -0.1
18	O=C(COC(=O)c1cccs1)NCCN1C(=O)CSC1=O
  0% | -22% | -1 | -6% | -2% | -2% | 18% | 6% | 1.8
19	COC(=O)NNC(=O)COc1ccc(Br)c(C)c1
  -4% | -3% | · | 1% | 9% | 3% | 11% | 2% | 1.1
20	C=C(C)CSc1nc2ncccc2[nH]1
  2% | -1% | 2 | -18%[57.1 µM] | 22% | -9% | -28% | 19% | 8.3
21	Cc1ccc(CN2CCN(CC(C)C)C(CCO)C2)s1 (stereo not given)
  -2% | 1% | 0 | 1% | 23% | -1% | 13% | 0% | -2.8
22	Cc1ccc(C(=O)NCCCNC(=O)COc2ccc(C)c(C)c2)cn1
  4% | -9% | -1 | -30% | -14% | -9% | 10% | -10% | -5.6
23	O=C(NCCOc1ccccc1F)C1CCC(=O)N(CC2CCCCC2)C1 (stereo not given)
  -6% | -8% | 6 | -3% | 5% | 5% | 28% | 7% | -3.5
24	O=C(Cn1cccc1C(=O)c1ccccc1)NCCN1CCOCC1
  -4% | -2% | 6 | -14% | 2% | 4% | -13% | 17% | -0.6
25	Cc1ccc2c(c1)N=C(c1ccc(Cl)cc1)CO2
  12% | -27% | 5 | 3% | -24% | -1% | 8% | 1% | -0.9
26	Cc1ccccc1Cn1nnc(C(=O)Nc2ccc3c(c2)OCCO3)c1N
  1% | -5% | -8 | -8% | -7% | 13% | 1% | -26% | -6.3
27	C=CCSc1ccc(S(=O)(=O)N2CCN(C)CC2)cn1
  -4% | -5% | 3 | 6% | -2% | -5%[1.84 µM] | 12% | 6% | 1.2
28	CCn1c(C)cc(O)c(C(=O)Nc2cccc(Cl)c2)c1=O
  -7% | -14% | 3 | 3% | -4% | -13% | 5% | 3% | -0.9
29	CC(C)C1=CC(=NS(=O)(=O)c2cccc([N+](=O)[O-])c2)C=C(C(C)C)C1=O
  8% | -16% | 1 | -11% | -1% | 3% | -4% | 12% | 0.0
30	CCCCc1cc(=O)oc2cc(C)cc(OCc3nn[nH]n3)c12
  -4% | -3% | 11 | -4% | 11% | 1% | 5% | 6% | -0.5
31	O=C(O)C1CCCCC1C(=O)Nc1cccc2ccccc12 (stereo not given)
  15% | -8% | -2 | 2% | 15% | 10% | 21% | 7% | -1.9
32	O=C(Nc1cccc(C(=O)N2CCOCC2)c1)c1ncn[nH]1
  8% | -1% | · | -10% | 3% | -9% | -25% | 1% | 0.8
33	CCOC(=O)N1CCN(C(=O)c2ccc3c(c2)N=C(CC)c2cc(C)ccc2S3)CC1
  2% | -15% | -1 | -5% | 0% | 13% | ? | 1% | -1.6
34	CCN(C(=O)COC(=O)c1ccc([N+](=O)[O-])o1)c1cccc2ccccc12
  6% | -15% | 0 | 14% | -7% | 8% | ? | -2% | 2.2
35	COc1ccc(C(=O)N2CCCC(N3CCN(c4ccccc4OC)CC3)C2)c(OC)n1 (stereo not given)
  -1% | 5% | 1 | 0% | -8% | -1% | 11% | 7% | -2.0
36	COc1ccccc1NC(=O)c1oc2ccccc2c1NC(=O)c1cc(OC)c(OC)c(OC)c1
  11% | -2% | · | -9% | -1% | -2% | 3% | 2% | 1.5
37	O=C(NCc1ccon1)c1ccc(OC2CCN(CCc3ccccc3)CC2)cc1
  4% | 1% | 4 | -6% | -2% | -2% | 5% | 22% | 0.0
38	Cc1ccc(-c2csc3ncnc(N4CCN(Cc5ccccc5)CC4)c23)cc1
  11% | -6% | -2 | -20% | 11% | 1% | -17% | 8% | -1.1
39	CCCn1c(N)c(N(CCOC)C(=O)c2cc(-c3ccco3)nc3ccccc23)c(=O)[nH]c1=O
  4% | -17% | -52* | -10% | -3% | 0% | 26% | -3% | 3.3
40	CCn1ccnc1CN1CCCCC1C(=O)Nc1ccc(Oc2cccnc2)cc1 (stereo not given)
  8% | -13% | 9 | -19% | -1% | -5% | · | -7% | -3.0
41	O=C(c1cccc(-c2ccccc2)c1)N1CC[C@@H](N2CCC(O)CC2)[C@H](O)C1
  -7% | 2% | 2 | 9% | 16% | 6% | 0% | 13% | -0.2
42	N#Cc1nc(-c2ccccc2Cl)oc1NCC1CCCO1 (stereo not given)
  -6% | -17% | 7 | -8% | -14% | 3% | 0% | 1% | -1.1
43	O=C1C(=O)N(c2ccccn2)C(c2cccc([N+](=O)[O-])c2)/C1=C(/O)c1ccc(Br)cc1 (stereo not given)
  5% | -6% | -2 | 3% | 1% | -1% | -13% | 4% | 2.2
44	COc1cc2c(cc1OC)CN(C(=O)c1ccc(N3CCCC3)c([N+](=O)[O-])c1)CC2
  -5% | 1% | -4 | 2% | 2% | 16% | 18% | -20% | -4.1
45	Cn1c(-c2ccncc2)nc2ccccc21
  7% | -8% | -6 | 1% | -11% | -2% | -15% | 13% | -0.2
46	N#CCCCSc1nnc(-c2ccccn2)o1
  -2% | -27% | · | 6% | 10% | -8% | -3% | 9% | -1.0
47	CCC(C(=O)OCCOCCN(CC)CC)c1ccccc1 (stereo not given)
  0% | -11% | 2 | 1% | 9% | -5% | -2% | -13% | 2.0
48	COc1ccc(OC)c(C2CC(=O)N3CN(c4cccc(Cl)c4)CSC3=C2C#N)c1 (stereo not given)
  -11% | -8% | -77* | 0% | -14% | 1% | 29% | 10% | -0.6
49	Cc1ccc(S(=O)(=O)N2CCN(C(=O)COC(=O)c3cc([N+](=O)[O-])ccc3NCCO)CC2)c(C)c1
  5% | -7% | -2 | -1% | -9% | -1% | ? | -10% | 0.3
50	O=S(CC(O)COCc1ccc(Cl)cc1)c1ccccn1 (stereo not given)
  4% | -12% | · | 5% | 12% | 3% | 6% | -28% | 0.6

(listing goes on)
Results follow in this order: EPAC1 agonist | PLK1 PBD inh | PI5P4Ka inh | WRN inhibitor | EPAC1 antag | aSyn rescue | FUS suppressor | Abeta rescue | IL-2 act
51	Cn1cccc1/C=C1/SC(=O)N(CC(=O)N2CCCC2)C1=O
  -6% | -6% | 9 | 11% | -3% | -1% | 10% | -19% | 1.4
52	Cc1nc(N2CCN(C)CC2)c2sc(=S)n(C)c2n1
  10% | -6% | -1 | -6% | -7% | 4% | -18% | -10% | -2.6
53	CSc1ccc(CNC(=O)CCn2ccc3cc(S(=O)(=O)N4CCCC4)ccc32)cc1
  3% | 27µM* | -15 | -6% | -4% | 6% | 3%&41% | -5%&-17% | -4.8
54	O=C(NCC1CCCN1S(=O)(=O)c1cccs1)c1ccccc1 (stereo not given)
  0% | -1% | 1 | -5% | 5% | 1% | 3% | -3% | -1.3

A second format for 2 compounds above:
6: O=C(O)C1C2C=CC(C2)C1C(=O)NCc1ccc2c(c1)OCO2 (stereo not given)
7: CCOc1ccccc1C1C(C#N)=C(N)Nc2onc(-c3ccccc3)c21 (stereo not given)

Assay by compound | 6 | 7
EPAC1 agonist | 2% | -2%
PLK1 PBD inh | -2% | -22%
PI5P4Ka inh | · | 10
WRN inhibitor | -2% | -5%
EPAC1 antag | -1% | -3%
aSyn rescue | 3% | 4%
FUS suppressor | 1% | -11%
Abeta rescue | 17% | 10%
IL-2 act | -2.7 | -0.5
